H9c2 TAG inh: reduces triacylglycerol accumulation in H9c2 cells; Nile Red lipid (TAG) fluorescence; cells loaded with 200 µM oleic acid; inhibition, % at 12.5 µM; 230,000 tested, 0.66% active;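 active means pattern-corrected inhibition of lipid staining of at least 50% with the nuclear-stain viability signal not falling by more than 50%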;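 further: 0% = DMSO wells and 100% = triacsin C control wells; some results filed as inactive read as strong as hits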
H9c2 TAG inh DAPI viability: further read-out of H9c2 TAG inh, marked with its call; DAPI nuclei signal change (viability), lower = more cytotoxic, %;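 whole-well DAPI fluorescence read on a plate reader as a viability signal; minus 50 percent equals half of cells still viable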
Starred values were filed as active, the others as inactive. Not all compounds are listed; the hit share may differ from the screen's.

The line under a structure holds: H9c2 TAG inh, H9c2 TAG inh DAPI viability
> CC(C)=CCN1CCN(Cc2ccoc2)CC1CCO (stereo unspecified)
  2, 11
> CC(C)C(=O)N1CCN(c2ccccc2NC(=S)NC(=O)Cc2ccccc2)CC1
  36, -7
> CCOc1ccc(NC(=O)CN(C)CC(=O)Nc2ccc(F)c(F)c2F)cc1OCC
  8, -11
> Cc1ccc2c(c1)-c1nc3ccccc3cc1C2=NC1CCCCC1
  5, 3
> O=C(Cn1nnc(-c2ccccc2)n1)NC1CCS(=O)(=O)C1 (stereo unspecified)
  -13, -3
> O=C(Nc1cccc(NS(=O)(=O)c2ccc(S(=O)(=O)NC3CC3)cc2)c1)c1ccccn1
  56*, 4.1*
> CCn1nnnc1SCC(=O)c1ccc(NC(C)=O)cc1
  6, -15
> Cc1ccc(CNCc2cc(Cl)ccc2O)cc1
  -4, 10
> CCOC(=O)C1=C(CNCc2ccccc2Cl)NC(=O)NC1c1cccc([N+](=O)[O-])c1 (stereo unspecified)
  -3, 0
> COC(=O)c1nn(-c2ccc(OC)cc2)c(=O)cc1Oc1ccccc1
  -13, 20
> CC(C)(C)NC(=O)CN(C(=O)CCC(=O)Nc1nccs1)c1ccc(F)cc1
  2, -5
> CN1C(=S)SC2CS(=O)(=O)CC21 (stereo unspecified)
  0, 6
> O=C(CSc1nccc(=O)[nH]1)NCc1ccc(Cl)cc1
  3, -19
> COc1ccc(CN(C(=O)c2cccs2)c2ccccc2C(=O)O)cc1
  -4, 2
> Cc1ccc(S(=O)(=O)N2CCN(C(=O)CCC(=O)Nc3ccc(F)cc3F)CC2)cc1
  -3, -9
> C[C@@H]1CN([C@@H](C)CO)S(=O)(=O)c2ccc(Br)cc2O[C@H]1CN(C)C(=O)CN(C)C
  1, 1
> CC(C)C[C@H](NC(=O)c1nc[nH]c1C(=O)N1CCN(c2ccccc2)CC1)C(=O)OC(C)(C)C
  -42, -10
> CCc1ccc(NC(=O)Nc2c(C)n(C)n(-c3ccccc3)c2=O)cc1
  -16, -10
> CC(=O)c1ccc(N2CCN(C(=O)C(=O)c3cn(CC(=O)N4CCOCC4)c4ccccc34)CC2)cc1
  -2, -4
> Clc1ccccc1CN(Cc1ccccc1)c1ncnc2nc[nH]c12
  -11, 8
> COC(=O)c1ccc(COC(=O)C2CCN(S(=O)(=O)c3ccccc3C(=O)OC)CC2)cc1
  -5, -3
> COc1ccc(C(CC(=O)N2CCCCC2)C(C)C)cc1 (stereo unspecified)
  -13, 7
> Cc1cc(=O)oc2cc(OCC(=O)OCC(=O)N(C)C3CCS(=O)(=O)C3)ccc12 (stereo unspecified)
  -9, 6
> CC(=O)N(Cc1cccs1)C1CCOC(C)(C)C1 (stereo unspecified)
  -22, 8
> COc1ccc(-c2nc3c4ccccc4[nH]c(=O)n3n2)cc1
  8, -1
> COc1ccccc1N1CCN(C(=O)Cn2nc(C(F)(F)F)c3c2CCC3)CC1
  -6, -17
> CCOc1ccc(S(=O)(=O)/N=C(/Nc2ccc(C(C)=O)cc2)c2ccccc2)cc1
  -10, 8
> Cc1noc(C)c1COc1ccc(C(=O)N2CCCC(C(N)=O)C2)cc1 (stereo unspecified)
  8, -2
> CCCCNS(=O)(=O)c1ccc2nc(SCC(=O)Nc3sccc3C#N)[nH]c2c1
  -19, -6
> COc1ccc(N(C(=O)C(C)C)S(=O)(=O)c2ccc3c(c2)n(C)c(=O)n3C)cc1
  19, -10
> Cc1ccc2nc(Cl)c3cc(C(=O)NCCCN4CCCC4)sc3c2c1
  27, 28
> COc1cccc(NC(=O)CN(C)C(=O)C2CCN(C(=O)c3ccccc3C)CC2)c1
  -43, -6
> COC(=O)c1ccc(NC(=O)CSc2n[nH]c(-c3ccncc3)n2)cc1
  0, -6
> COc1ccc(S(=O)(=O)N2CCN(C)CC2c2ccccc2)cc1OC (stereo unspecified)
  7, 6
> Cc1cc(/C=N/NC(N)=S)c(O)c(/C=N/NC(N)=S)c1
  -7, 0
> O=C(COc1ccc(Cl)cc1)NCCSc1ccccc1
  -16, -1
> O=C(CN1CCCCCC1)Nc1ccccc1C(=O)Nc1ccccc1
  15, 6
> Cn1nnc(NC(=O)c2ccccc2)n1
  6, -9
> COCCn1c(SCc2ccccc2F)nc2ccccc2c1=O
  -12, -5
> CCOC(=O)C1CCCN(C(=O)c2ccc3sccc3c2)CC1 (stereo unspecified)
  -1, -9
> COCCCN(CC(=O)Nc1ccc(N2CCOCC2)cc1)S(=O)(=O)c1ccc(Cl)cc1
  -6, 7
> CC1(C)CC(O)(CCNCc2ccc3c(c2)OCO3)CCO1 (stereo unspecified)
  3, -9
> O=C(C1CCN(S(=O)(=O)c2cccc3cccnc23)CC1)N1CCN(C2CCCCC2)CC1
  -5, 6
> Cc1cccc(NC(=O)C2CCN(S(=O)(=O)c3ccc(Cl)cc3)CC2)n1
  9, -3
> COC(=O)CSc1nc(NC#N)nc(NC(C)(C)C)n1
  -5, 0
> NC(=O)c1c(NC(=O)CSc2nnc(-c3ccco3)n2N)sc2c1CCCC2
  -1, 3
> COC(=O)c1ccc(NC2(C#N)C(=O)Nc3ccccc32)cc1 (stereo unspecified)
  -11, 4
> COc1ccccc1NC(=O)CN1C(=O)NC(CC(C)C)C1=O (stereo unspecified)
  6, -11
> CCN(CC)S(=O)(=O)c1cccc(-c2nnc(SCc3ncc(-c4ccccc4)o3)n2C)c1
  -7, 8
> COC(=O)N1[C@H](C)C=C[C@]1(Cc1ccccc1)C(=O)O
  30, 0

Other results follow:
The line under a structure holds: H9c2 TAG inh, H9c2 TAG inh DAPI viability
> O=C(Cc1cccc2ccccc12)NN1C(=O)/C(=C\c2cccnc2)SC1=S
  30, 2
> Cc1cc(NS(=O)(=O)c2ccc(NC(=O)c3ccc([N+](=O)[O-])cc3)cc2)nc(C)n1
  -5, 7
> CC(=O)Nc1ccccc1NC(=O)c1ccccc1
  16, -5
> COc1ccc(-c2noc(CCC(=O)N3CCN(c4ccccc4C)CC3)n2)cc1
  -2, -2
> CCCN(C(=O)c1nc2nccc(C)n2n1)c1c(N)n(Cc2ccccc2)c(=O)[nH]c1=O
  -6, -2
> O=C(Nc1ccc2ccccc2c1)c1ccccc1[N+](=O)[O-]
  -1, 2
> CC1(C)CC(=O)C2=C(C1)Nc1ccccc1S2
  -3, 10
> COc1ccccc1CCC(=O)OCC(=O)Nc1ccc(C)c(S(=O)(=O)N2CCCCC2)c1
  -20, 2
> Cc1cccn2cc(CCNC(=O)c3ccc(Br)o3)nc12
  2, -13
> C[C@H](CO)N1C[C@H](C)[C@H](CN(C)S(=O)(=O)c2ccccc2)Oc2ccc(NC(=O)NC3CCCCC3)cc2CC1=O
  -4, -14
> COC(=O)c1ccccc1S(=O)(=O)C(C)(C)C
  -17, 0
> CC1CCN(C(=O)COC(=O)c2ccccc2NCCO)CC1
  -8, 15
> CC12CCC(=O)C=C1CCCC2=O (stereo unspecified)
  4, 3
> COc1ccc(NC(=O)c2cccnc2NCCc2ccccc2)cc1
  10, -4
> O=C(Cn1nc(-c2ccc(Cl)cc2)c2ccccc2c1=O)Nc1cccnc1
  1, -13
> CCS(=O)(=O)N1CCN(c2ccc(Cl)cc2[N+](=O)[O-])CC1
  2, -8
> COc1ccc(C(=O)C2CCCN(Cc3c(F)ccc(F)c3F)C2)c(OC)c1 (stereo unspecified)
  -9, -7
> NS(=O)(=O)c1ccc(N2CCN(C(=O)c3ccco3)CC2)nc1
  -16, 9
> CC(=O)Nc1ccc2[nH]ccc2c1
  -15, 0
> COc1ccc(-c2oc(=O)c3cc(OC)c(OC)cc3c2C#CCCO)cc1
  21, 0

Structures above that have a nitro group on carbon, in the order listed:
The line under a structure holds: H9c2 TAG inh, H9c2 TAG inh DAPI viability
> CCOC(=O)C1=C(CNCc2ccccc2Cl)NC(=O)NC1c1cccc([N+](=O)[O-])c1 (stereo unspecified)
  -3, 0
> Cc1cc(NS(=O)(=O)c2ccc(NC(=O)c3ccc([N+](=O)[O-])cc3)cc2)nc(C)n1
  -5, 7
> O=C(Nc1ccc2ccccc2c1)c1ccccc1[N+](=O)[O-]
  -1, 2
> CCS(=O)(=O)N1CCN(c2ccc(Cl)cc2[N+](=O)[O-])CC1
  2, -8

(cont.)
The line under a structure holds: H9c2 TAG inh, H9c2 TAG inh DAPI viability
> CC1(C)CC(NC(=S)NC(=O)c2cc(Br)ccc2Cl)CC(C)(C)N1
  3, -10
> O=C(Nc1c(F)cc(F)cc1Br)c1cc2nc(C(F)F)cc(C(F)F)n2n1
  2, -2
> OC(c1ccccc1)c1nc(-c2cccc(C(F)(F)F)c2)cs1 (stereo unspecified)
  -14, 4
> C/C(=N/NC(=O)c1cc(-c2cccc([N+](=O)[O-])c2)n[nH]1)c1cccc(O)c1
  -12, 0
> NC(=O)NC(CC(=O)NCCCc1ccccc1)c1ccccc1Cl (stereo unspecified)
  3, -4
> Cc1ccc(S(=O)(=O)N(C)C)cc1NC(=O)COC(=O)C1CC(=O)N(c2ccc3c(c2)OCCO3)C1 (stereo unspecified)
  -4, 7
> COc1cc(OC)cc(-c2oc(=O)c3cc(OC)c(OC)cc3c2/C=C/c2ccc(F)cc2)c1
  39, 2
> O=C(CN1C(=O)CCC1=O)Nc1nc(-c2ccc3ccccc3c2)cs1
  20, 0
> CCOC(=O)Cn1nc(C)c2c1CCCC2=O
  -6, 2
> O=C(COC(=O)c1ccc2c(c1)OCCO2)NCCc1ccccc1
  -12, 3
> O=C(c1ccc(-c2ccccc2)c(F)c1)C1CCCN(C(=O)c2cncs2)C1 (stereo unspecified)
  -4, -3
> Cc1ccc2c(CC(=O)Nc3ccc(N4CCN(C)CC4)cc3C)coc2c1
  38, 8
> COc1ccccc1NC(=O)c1ccc(NS(=O)(=O)c2c(C)noc2C)cc1
  -10, -10
> CC1CCCN(C(c2ccccc2)c2sc3ncnn3c2O)C1 (stereo unspecified)
  2, -6
> O=C1CC(=Nc2ccccc2)NN1c1ccccc1
  20, -15
> COc1ccc(C(=O)COC(=O)CCCn2c(=O)oc3ccccc32)cc1
  -20, 3
> CCCN(C(=O)Cc1ccc(S(=O)(=O)N2CCOCC2)s1)c1c(N)n(Cc2ccccc2)c(=O)[nH]c1=O
  2, -4
> O=C(CSc1nnc(Cc2ccc3c(c2)OCO3)n1C1CCCCC1)NC1CCCC1
  -5, -4
> NNC(=O)CN1C(c2cccc(Cl)c2)=Nc2ccc(Br)cc2C1c1ccccc1 (stereo unspecified)
  -5, 10
> CCN(CC)c1ccc(S(=O)(=O)N2CCOCC2)cc1NC(=O)CN1C(=O)NC2(CCCC2)C1=O
  4, -1
> COc1cccc2cc(C(=O)NCc3ccc(Cl)cc3)c(=N)oc12
  -5, 3
> O=S(=O)(NCc1nnc2ccccn12)c1ccc(Cl)cc1
  3, 4
> O=C(NC1CCCCC1)C(c1ccccc1)N1CCC2(CC1)OCCO2 (stereo unspecified)
  1, -5
> CC(=O)c1c(C)nc(-c2ccc(Cl)cc2)nc1NC(=O)C(C)C
  4, 5
> Cc1c(C(=O)Oc2ccc(-c3cnc4ccccc4n3)cc2)cccc1[N+](=O)[O-]
  20, -13
> O=C(c1cccnc1)N1CCCC(Nc2ccc(F)cc2)C1 (stereo unspecified)
  -6, 9
> Cc1cc(C)c(NC(=O)CN(C)CC(=O)Nc2cccc(S(=O)(=O)N(C)c3ccccc3)c2)c(C)c1
  -13, -4
> N#CC1=C(N)C(C#N)(C#N)C(c2cccnc2)C2COCC=C12 (stereo unspecified)
  13, -6
> CCOC(=O)C(NC(=O)c1ccccc1)(OCC1(CC)COC1)C(F)(F)F (stereo unspecified)
  15, -11
> O=C(c1cccc(NS(=O)(=O)c2ccccc2)c1)N1CCCCC1
  -1, 3

For reference, 5 of the compounds above:
The line under a structure holds: H9c2 TAG inh, H9c2 TAG inh DAPI viability
> O=C(c1cccnc1)N1CCCC(Nc2ccc(F)cc2)C1 (stereo unspecified)
  -6, 9
> Cc1cc(C)c(NC(=O)CN(C)CC(=O)Nc2cccc(S(=O)(=O)N(C)c3ccccc3)c2)c(C)c1
  -13, -4
> N#CC1=C(N)C(C#N)(C#N)C(c2cccnc2)C2COCC=C12 (stereo unspecified)
  13, -6
> CCOC(=O)C(NC(=O)c1ccccc1)(OCC1(CC)COC1)C(F)(F)F (stereo unspecified)
  15, -11
> O=C(c1cccc(NS(=O)(=O)c2ccccc2)c1)N1CCCCC1
  -1, 3

(next part)
The line under a structure holds: H9c2 TAG inh, H9c2 TAG inh DAPI viability
> Cn1c(NC(=O)c2ccccc2C(F)(F)F)cc(=O)n(C)c1=O
  -17, -2
> CC(Nc1cc(N2CCCC2)ccc1[N+](=O)[O-])c1ccccc1 (stereo unspecified)
  -5, 1
> CCN(CC(=O)NCc1cccs1)C(=O)CCCOc1ccccc1
  1, 1
> COc1cccc(NC(=O)COC(=O)c2sccc2C)c1
  -5, 0
> COc1ccc(-c2noc(CCC(=O)Nc3cccc(C(=O)NC4CC4)c3)n2)cc1OC
  -6, -4
> Cc1ccccc1C(=O)NC1CCCN(Cc2ccccc2F)C1 (stereo unspecified)
  -17, 11
> O=C(O)CCc1ccc(S(=O)(=O)N2CCOCC2)cc1
  18, -6
> CC(=O)NC(Cc1cccc(F)c1)C(=O)NC1CCN(C(=O)c2cccc(C)c2)CC1 (stereo unspecified)
  -35, -7
> COc1ccc(-n2c(Cc3cccs3)nnc2SCC(=O)Nc2ccc3c(c2)OCCO3)cc1
  -1, 1
> COCCn1c(SCC(=O)N2CCC(C)CC2)nc2c(c1=O)SCC2
  2, -8
> CCCCNC(=O)c1cc(-c2ccc(OC)c(OC)c2)on1
  0, -1
> CCOC(=O)c1nc(-c2ccccc2)sc1C(C)=O
  -5, -1
> CC(NC(=O)C1CCCN(C(=O)c2ccc(Cl)cc2)C1)c1cccc(C(F)(F)F)c1 (stereo unspecified)
  -10, 2
> Cc1ccc(S(=O)(=O)N2CCOC23CCN(S(=O)(=O)c2cccs2)CC3)cc1
  12, -3
> Nc1ccccc1C(=O)/C=C/c1ccc2c(c1)OCO2
  -3, -6
> COc1cc(C(=O)OCC(=O)NCCN2C(=O)CSC2=O)ccc1OCc1c(C)noc1C
  1, -3
> NC1=NC(=O)C(=Cc2ccccc2)S1
  0, 1
> O=C(CSc1nnc(CN2CCCC2)n1-c1ccccc1)c1ccc2c(c1)OCO2
  -6, 4

Screening data deposited in PubChem by Sanford-Burnham Center for Chemical Genomics.
